# A350 autofl: A350 region autofluorescence; max dye-equivalent concentration, M; 59,000 tested, 11% active; Compound autofluorescence, 340/450 nm, Alexa 350 dye-equivalents; hits give high values; in the data active = max dye-equivalent concentration above about 10 nM; inconclusive = mostly about 1.1 nM to 9.6 nM
# Fluorescein autfl: compound fluoresces in the fluorescein spectral region. Compound autofluorescence, 480/540 nm, fluorescein-equivalent; hits give high values. 59,000 tested, 0.91% active. max fluorescein-equivalent concentration, M; in the data active = max fluorescein-equivalent concentration above about 10 nM; inconclusive = between about 1.1 nM and that limit
#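 Compounds (23 nL) in 100 mM Tris pH 8.0, 15 min at room temperature, then fluorescence read at 480 nm excitation/540 nm emission. Signal converted to fluorescein-equivalent concentration from an on-plate fluorescein standard curve.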
# HEK293 cAMP cs: counter-screen for TSHR agonists: cAMP increase in parental HEK293; Potency, µM (top dose mostly 57.1 µM), for the others: at the top dose activation, hits mostly activators; 73,000 tested, 2.5% active; AID 938; parental HEK293 CNG cAMP sensor, membrane potential fluorescence; also: potency is read from the fitted curve at half-maximal effect; % of control where 0% means no effect; nearly all actives have a fitted effect of over 55% in size
#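 Parental HEK 293 cells stably expressing a modified CNG channel (no TSHR) report cAMP rise as membrane depolarization. Membrane potential dye with 100 uM RO 20-1724 was loaded for 60 min at room temperature, then compound added for 30 min; fluorescence read at 590 nm.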
# BRCT inh red: inhibitors of human BRCA1 BRCT-phosphoprotein interaction (red fluorophore) | P38398 | BRCT-phosphopeptide binding, red fluorescence polarization | Potency, µM (series often up to 76.9 µM), without a hit: top-dose activity change, negative = inhibition, actives largely listed as inhibitors | 75,000 tested, 0.03% active; also: % is scaled to controls: 0 for no effect and ±100 for the full control effect
#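 Rhodamine-labelled pBACH1 10-mer (100 nM) bound to BRCT domain (100 nM) at pH 7.3; compounds incubated 12 min room temperature, polarization read. Free peptide defines full inhibition; unlabelled decapeptide titrated as control.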
# Caspase-7 inhib: caspase-7 (human) inhibition, allosteric or competitive. 75,000 tested, 0.02% active. recombinant caspase-7, Ac-DEVD-AFC fluorescence rate. Potency, µM (titrated, usually from 57.5 µM), inactives show top-dose activity change, negative = inhibition, actives largely listed as inhibitors; active = well fitted inhibition curve with a large enough effect in the main read-out, with a control signal flat, not every such curve was filed as active; inconclusive = small, poorly fitted or top-dose-only effect, or a change in a side signal; also: potency is read from the fitted curve at half-maximal effect; % of control where 0% means no effect
# Ub-GFP proteasome: inhibits proteasome, raising ubiquitin-GFP reporter fluorescence. 67,000 tested, under 10 active. Ubiquitin-GFP reporter cells, proteasome inhibition, GFP fluorescence; response scale: untreated = 0%, 10 µM MG-132 = 100%. Potency, µM (series often up to 45.9 µM), inactives show at the top dose activation (GFP accumulation), actives largely listed as activators; active = well fitted activation curve with a large enough effect, not every such curve was filed as active; inconclusive = small, poorly fitted or top-dose-only effect, or another doubt; inactive = no such curve, though single readings can be large or run the other way; also: potency is read from the fitted curve at half-maximal effect
#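 GFP accumulation read-out: laser plate cytometry counting ubiquitin(G76V)-GFP-expressing U2OS cells after 4 hr compound exposure at 37 °C. Titrations spanned 46 uM to 2.9 nM; 0% = basal, 100% = 10 uM MG-132; concentration-response curves fitted.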
# 4MU fluor: 4-MU region autofluorescence; max dye-equivalent concentration, M; compound autofluorescence, 340/450 nm, 4-MU equivalents; hits give high values; AID 589; 59,000 tested, 11% active; in the data active = max dye-equivalent concentration above about 10 nM; inconclusive = mostly about 1.1 nM to 9.6 nM
#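 Compounds in 100 mM Tris, pH 8.0, incubated 15 min at room temperature, then fluorescence read at 340 nm excitation/450 nm emission. Signal converted to 4-MU dye-equivalent concentration using an on-plate six-point 4-MU standard curve.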
# USP2a inh: inhibitors of human ubiquitin-specific protease USP2a; O75604; USP2a enzymatic assay, qHTS inhibition; Potency, µM (doses to about 38.3 µM), for the others: at the highest dose activity change, negative = inhibition, hits mostly inhibitors; 60,000 tested, 0.1% active; AID 927;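 also: potency is read from the fitted curve at half-maximal effect; nearly all actives have a fitted effect of over 60% in size; plate controls were DMSO for no effect and NEM full inhibition control for full effect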
# Target sequence (O75604 whole entry, looked up): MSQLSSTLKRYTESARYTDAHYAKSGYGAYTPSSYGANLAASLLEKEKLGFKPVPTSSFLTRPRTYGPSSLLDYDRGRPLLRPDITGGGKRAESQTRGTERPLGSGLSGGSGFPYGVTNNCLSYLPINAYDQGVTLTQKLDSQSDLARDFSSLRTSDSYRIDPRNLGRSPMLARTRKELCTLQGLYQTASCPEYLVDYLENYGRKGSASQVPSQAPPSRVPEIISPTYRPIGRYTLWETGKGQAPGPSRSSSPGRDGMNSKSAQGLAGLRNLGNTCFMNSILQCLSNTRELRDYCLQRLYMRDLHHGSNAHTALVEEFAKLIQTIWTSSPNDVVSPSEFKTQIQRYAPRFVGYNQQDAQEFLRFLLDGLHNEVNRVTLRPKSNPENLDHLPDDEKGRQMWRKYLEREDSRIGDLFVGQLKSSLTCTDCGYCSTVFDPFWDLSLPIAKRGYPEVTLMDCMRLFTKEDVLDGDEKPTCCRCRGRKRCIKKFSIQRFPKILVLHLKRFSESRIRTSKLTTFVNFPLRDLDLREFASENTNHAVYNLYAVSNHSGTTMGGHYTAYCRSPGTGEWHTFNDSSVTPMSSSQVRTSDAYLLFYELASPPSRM
#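 Coupled readout: USP2-cleaved Ub-PLA2 (20nM final) turns over NBD C6-HPC (20uM final), Ex 460nm/Em 535nm after 2.5 h, time-zero read flagging artifacts. Enzyme (20nM final, pH 8.0 Tris) given 30 min RT with compound first; NEM defines full inhibition.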
# Epigenetic mod: epigenetic GFP locus derepression in mouse cells; mouse C127i GFP locus derepression, cytometry, 30 h; Potency, µM (series often up to 46.1 µM), inactives show at the top dose GFP derepression (activation); 68,000 tested, 0.09% active; also: % of control where 0% means no effect
#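 Murine C127i mammary cells carrying a silenced, stably integrated CMV-driven GFP reporter were treated with compound for 30 hours at 37 C. After PBS washes, GFP-positive cells were counted by laser-scanning microplate cytometry.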
# BRCT PPI green: blocks human BRCA1 BRCT binding to phosphopeptide, green readout; BRCA1 BRCT-phosphopeptide binding, green fluorescence polarization; Potency, µM (highest dose often 76.9 µM), inactives show at the top dose activity change, negative = inhibition, usual class: inhibitors; 75,000 tested, 0.05% active;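 also: potency is read from the fitted curve at half-maximal effect; plate controls were peptide without protein for full effect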
#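 Compounds were incubated for 12 min at room temperature with a complex of 100 nM fluorescein-tagged pBACH1 decapeptide and 250 nM His-tagged BRCT protein. Buffer was phosphate pH 7.3 with EDTA, DTT and Tween 20. Disruption of binding lowers the polarization signal.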
# Casp1 inh: blocks human caspase-1 allosterically or competitively; P29466; Caspase-1 enzyme, Ac-WEHD-AFC fluorogenic rate; Potency, µM (titrated, usually from 57.5 µM), for inactives: at the highest dose activity change, negative = inhibition, most hits filed as inhibitors; 75,000 tested, 0.03% active;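 also: potency is read from the fitted curve at half-maximal effect; plate controls were vehicle for no effect and no substrate for full effect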
# Target sequence (P29466 120-297 limits assumed): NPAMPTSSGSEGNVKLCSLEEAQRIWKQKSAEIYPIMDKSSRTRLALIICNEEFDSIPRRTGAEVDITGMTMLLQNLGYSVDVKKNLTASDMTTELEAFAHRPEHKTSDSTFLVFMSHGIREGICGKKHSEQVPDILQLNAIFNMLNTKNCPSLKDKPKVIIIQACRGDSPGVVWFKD
# Target sequence (P29466 317-404 limits assumed): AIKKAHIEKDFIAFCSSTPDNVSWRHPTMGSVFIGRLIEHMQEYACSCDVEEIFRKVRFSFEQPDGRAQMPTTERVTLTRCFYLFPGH
# Active calls of the source: *; i = inactive; u = inconclusive; x = not tested or not shown; [ ] = another dose, or the depositor's remark. Unless noted, calls follow the shape of the dose curve; as a rule, active = well fitted curve in the direction sought with a large enough effect; inconclusive = small, poorly fitted or top-dose-only effect, or another doubt; inactive = no such curve, though single readings can be large; an effect the other way counts as inactive or inconclusive. A portion of the library, so the mix of outcomes need not match the whole.
1: CCC(=O)Nc1ccc(Nc2ccccc2)cc1
2: O=C(NC1CCCCC1)C1CCN(c2nccs2)CC1
3: CC1CC(C)CN(Cc2nc(N)nc(Nc3ccc4ccccc4c3)n2)C1 (stereo not drawn)
4: CC(C)CO/N=C1/C[C@@H](O)[C@@H](O)[C@@H]2[C@@H]3C(=O)N(Cc4ccc5c(c4)OCO5)C(=O)[C@H]3CC[C@H]12
5: COC(=O)c1ccc(-n2nnnc2SCC(=O)Nc2ccccc2OC)cc1
6: Cc1noc(C)c1-c1nc(N2CCOCC2)c2ccccc2n1
entry no.,1,2,3,4,5,6
A350 autofl,i,i,i,x,i,i
Fluorescein autfl,u,i,i,x,i,i
HEK293 cAMP cs,-9%,-6%,23%,-4%[11.4 µM],u,-1%
BRCT inh red,-2.9%,0.5%,-1.3%,-1.2%[15.4 µM],-3.4%,-1.3%
Caspase-7 inhib,0%,0%,-3%,1%[11.5 µM],0%,1%
Ub-GFP proteasome,-1%,-1%,-8%,x,4%,-4%
4MU fluor,i,i,i,x,i,i
USP2a inh,7%,-2%,20%,x,9%,-24%
Epigenetic mod,-5%,8%,2%,x,-1%,-2%[9.22 µM]
BRCT PPI green,-2.3%,-0.5%,-0.8%,-1.2%[15.4 µM],-5.2%,0.4%
Casp1 inh,0%,0%,0%,-2%[11.5 µM],1%,2%

# The list goes on, overlapping the part above by 3 compounds.
4: CC(C)CO/N=C1/C[C@@H](O)[C@@H](O)[C@@H]2[C@@H]3C(=O)N(Cc4ccc5c(c4)OCO5)C(=O)[C@H]3CC[C@H]12
5: COC(=O)c1ccc(-n2nnnc2SCC(=O)Nc2ccccc2OC)cc1
6: Cc1noc(C)c1-c1nc(N2CCOCC2)c2ccccc2n1
7: Cc1nn(CC(=O)O)c(C)c1C
8: CC(=O)c1ccc(N2CCN(C(=O)c3ccc(OCc4c(C)noc4C)cc3)CC2)cc1
9: CCOc1ccc(-c2nnc3ccc(SCC(=O)N4CCN(c5ccccc5)CC4)nn23)cc1
10: Cn1c(SCC(=O)N2CCOCC2)nnc1-c1cnccn1
11: CCCOc1ccc(C(CC(=O)O)NC(=O)c2ccc3c(c2)OCO3)cc1 (stereo not drawn)
12: Cc1[nH]nc2nc(SCC(=O)NCC3CCCO3)n(-c3ccc(Br)cc3)c(=N)c12 (stereo not drawn)
entry no.,4,5,6,7,8,9,10,11,12
A350 autofl,x,i,i,i,u,2.6e-08M*,i,i,i
Fluorescein autfl,x,i,i,i,i,i,i,i,i
HEK293 cAMP cs,-4%[11.4 µM],u,-1%,4%,-2%,20%,4%,18%,-1%
BRCT inh red,-1.2%[15.4 µM],-3.4%,-1.3%,0.4%,0.3%,-0.5%,0.3%,-0.7%,0.6%
Caspase-7 inhib,1%[11.5 µM],0%,1%,2%,-1%,1%,1%,3%,-2%
Ub-GFP proteasome,x,4%,-4%,-3%,0%,3%,1%,0%,-7%
4MU fluor,x,i,i,i,u,2.4e-08M*,i,i,i
USP2a inh,x,9%,-24%,0%,5%,18%,x,-1%,53%[activator]
Epigenetic mod,x,-1%,-2%[9.22 µM],0%,0%,-1%,-4%,9%,1%
BRCT PPI green,-1.2%[15.4 µM],-5.2%,0.4%,-2.0%,-1.0%,-0.5%,4.9%,-0.6%,2.9%
Casp1 inh,-2%[11.5 µM],1%,2%,0%,-1%,1%,-1%,2%,0%

13: C/C=C/C=[N+](\[O-])C(C)/C(=N/O)c1ccc(F)cc1 (stereo not drawn)
14: CCc1cccc2c(C#N)cn(CC(=O)NCCOC)c12
15: CCCc1nc(-c2ccccc2O)n(-c2ccccc2)n1
16: CC(NS(=O)(=O)c1ccc(OCC(=O)N2CCOCC2)c(Cl)c1)c1ccccc1 (stereo not drawn)
17: O=C1CN(C(=O)OCc2ccccc2)c2ccccc2N1
18: COC(=O)c1c(NC(=O)c2ccco2)sc2c1C(C(=O)OC)CC2 (stereo not drawn)
entry no.,13,14,15,16,17,18
A350 autofl,u,u,i,i,u,x
Fluorescein autfl,i,i,i,i,u,x
HEK293 cAMP cs,6%,21%,12%,-5%,1%,26%
BRCT inh red,-0.9%,1.0%,-1.6%,0.0%,-2.2%,1.2%
Caspase-7 inhib,-2%,2%,1%,-1%,-2%,0%
Ub-GFP proteasome,-11%,1%,-5%,-3%,-2%,8%
4MU fluor,u,u,i,i,i,x
USP2a inh,-2%,4%,67%[activator],8%,-2%,6%
Epigenetic mod,-1%,0%,-3%,1%,-1%,4%
BRCT PPI green,-1.4%,-0.5%,-0.7%,-0.4%,-1.1%,0.0%
Casp1 inh,-2%,0%,1%,-4%,-1%,-6%

19: c1ccc(-n2nnnc2SCc2cn3cccnc3n2)cc1
20: COc1ccc(O[C@H]2C=C[C@@H](c3ccccc3)O[C@H]2CO/N=C(/C)CCC(=O)OC[C@@H]2O[C@H](C#Cc3ccccc3)C=C[C@@H]2Oc2ccc(C)cc2)cc1
21: CC(=O)c1c(C)n([O-])c2cc(C)ccc2[n+]1=O
22: Cc1ccc(NC(=O)CSc2nnc(Cn3c(=O)sc4ccccc43)n2C)cc1
23: Cc1csc2ncc(C(=O)NC(C)c3ccccc3)c(=O)n12 (stereo not drawn)
24: Cc1nc2ccc(S(=O)(=O)N(C)CC(=O)N3CCc4ccccc4C3)cc2s1
entry no.,19,20,21,22,23,24
A350 autofl,1.4e-07M*,x,3.2e-08M*,x,x,i
Fluorescein autfl,u,x,i,x,x,u
HEK293 cAMP cs,-9%,1%[11.4 µM],12%,-3%[11.4 µM],1%,13%
BRCT inh red,1.2%,1.4%[15.4 µM],-0.6%,0.5%,-0.4%,-2.0%
Caspase-7 inhib,-1%,0%[11.5 µM],-3%,1%,1%,-1%
Ub-GFP proteasome,3%,x,-1%,-11%,10%,3%
4MU fluor,1e-07M*,x,2.4e-08M*,x,x,i
USP2a inh,1%,x,-5%,x,x,15%
Epigenetic mod,-1%,x,-2%,x,x,1%
BRCT PPI green,-1.5%,0.2%[15.4 µM],-0.9%,-2.8%,2.3%,-1.3%
Casp1 inh,0%,-3%[11.5 µM],-6%,-2%,-4%,2%

25: OCCc1ccc(-c2ccc(Cl)cc2)o1
26: CCCOc1ccc(N2C(=O)CC(N3CCN(c4ccccc4OC)CC3)C2=O)cc1 (stereo not drawn)
27: O=C(/C=C/Nc1ccc(F)c(Cl)c1)c1ccco1
28: O=C(Cc1cccs1)Nc1nnc(-c2ccncc2)s1
29: Cc1[nH]nc(N=Cc2c(O)n(C)c(=O)n(C)c2=O)c1-c1ccccc1
30: Cc1cc(N2CCOCC2)nc2ccc(NC(=O)CCC(=O)N3CCC(C)CC3)cc12
entry no.,25,26,27,28,29,30
A350 autofl,i,x,u,x,2.8e-06M*,1e-06M*
Fluorescein autfl,i,x,u,x,i,u
HEK293 cAMP cs,5%,10%,22%,-11%,6%,-2%
BRCT inh red,-2.2%,-2.3%,1.0%,-3.5%,1.2%,0.6%
Caspase-7 inhib,-1%,-2%,-22%,-2%,0%,-1%
Ub-GFP proteasome,-1%,-1%,5%,x,-9%,-1%
4MU fluor,i,x,u,x,2.3e-06M*,1.1e-06M*
USP2a inh,-1%,x,9%,x,5%,18%
Epigenetic mod,3%,0%,0%,x,0%,1%
BRCT PPI green,0.6%,-2.3%,3.0%,-0.7%,-0.8%,-1.2%
Casp1 inh,-6%,0%,-13%,-2%,0%,-2%

31: CCOC(=O)C1CCN(S(=O)(=O)c2c(C)n[nH]c2C)CC1
32: CCOC(=O)N1CCN(C(=O)c2ccccc2-c2ccccc2)CC1
33: Cc1ccc(N(CC(N)=O)C2SC(=O)N(C)C2=O)cc1 (stereo not drawn)
34: COc1ccc2cc3c(N)c(C(=O)N4CCCC4)sc3nc2c1
35: C=C(C)CSc1nc(N)c2c(C)c(C)sc2n1
36: Cn1c(C(=O)OCC(=O)NCc2ccco2)cc2sccc21
37: COc1ccc(Cc2nnc(SCC(=O)NC3CCCCC3)n2C)cc1
entry no.,31,32,33,34,35,36,37
A350 autofl,u,i,u,4.7e-08M*,i,i,i
Fluorescein autfl,i,u,i,u,u,i,i
HEK293 cAMP cs,8%,19%,-7%,2%,-17%,7%,4%
BRCT inh red,-0.8%,0.0%,1.0%,-1.3%,0.4%,-0.1%,-1.3%
Caspase-7 inhib,0%,0%,1%,-15%,-1%,0%,1%
Ub-GFP proteasome,-2%,2%,-2%,7%,-1%,-3%,3%
4MU fluor,i,i,u,3.1e-08M*,i,i,i
USP2a inh,-2%,8%,-5%,21%,-2%,8%,-1%
Epigenetic mod,0%,-3%,0%,0%,-1%,0%,0%
BRCT PPI green,-1.0%,0.6%,-0.5%,1.0%,-1.3%,-0.7%,-4.1%
Casp1 inh,0%,-1%,1%,-13%,2%,-2%,0%

# Bioassay records as filed in PubChem BioAssay.
